E-sel inducer: E-selectin induction in HUVECs, primary screen, imaging, HUVEC, immunofluorescence imaging, single point | P16581 | normalized: neutral wells 0, TNF-alpha wells 100 | activation, % at 7.58 µM | 260,000 compounds, 0.37% hits | AID 686992, 2013;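 active = mean E-selectin-positive cell signal at least 10% of the positive control, reached in at least 60% of replicates, without over 20% cell loss; inconclusive = no rule given, readout overlaps actives, possibly toxicity-flagged; inactive = the rest, including those meeting only one limit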;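 also: in these data hits start at about 27%; measured in HUVEC primary endothelial cells; signal is the percent of cells scored E-selectin positive by PE staining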
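Test system: HUVEC; input: 3,000 HUVEC/well; measured by: immunofluorescence imaging; read-out: % PE-positive cells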
XiGFP reactiv: activators of inactive X chromosome reactivation, primary screen, imaging, XiGFP fibroblasts, GFP high-content imaging, set 2. XiGFP mouse fibroblasts, % GFP-positive cells imaging, 3 d; cells co-treated with 5-aza-dC sensitizer; scaled so ellipticine positive control = 100%. activation, % at 7.58 µM. 360,000 compounds, 0.055% hits. AID 743238, 2013;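 active = mean normalized replicate activation at least 10% and every replicate at or above 10%; inconclusive = only one of the two criteria met; inactive = mean below 10% and not all replicates reach 10%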;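 also: 0% = median of on-plate neutral control wells and 100% = ellipticine 6 µM median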
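material = 68-5-11 XiGFP fibroblast line | medium = DMEM plus 5-aza-dC sensitizer | schedule = 3 days compound exposure | benchmarks = positive control ellipticine, 6 µM final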
ERAP1 inh: human ERAP1 aminopeptidase inhibitors, primary screen, biochemical, single point, plate reader; inhibition, % at 10.7 µM; recombinant ERAP1, Leu-AMC fluorescence, 60 min; AID 652197, 2013; Endoplasmic reticulum aminopeptidase 1 (Homo sapiens), Q9NZ08; 340,000 compounds, 0.15% hits;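 active = mean replicate inhibition of at least 30%, or all replicates individually reaching that 30% level; inactive = mean below 30% and not every replicate reaching it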;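 also: 0% = neutral control wells and 100% = L-leucinethiol positive control wells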
RAD52 anneal inh: RAD52 DNA annealing inhibitors, primary screen, biochemical, FRET, single point, set 2. AID 651710, 2012. recombinant RAD52 DNA annealing, FRET fluorescence. inhibition, % at 18.7 µM. 360,000 compounds, 0.46% hits;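 active = every replicate showing at least 50% inhibition; inconclusive = mean inhibition at least 50% but not in every replicate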
esBAF inh: Bmi1 luciferase reporter increase in mESCs, primary screen, esBAF inhibitor project, mouse ES cells, Bmi1 luciferase knock-in, single point. 24 h; 100% = twice the neutral-well signal. reporter increase, % at 12.5 µM. 350,000 compounds, 2% hits. AID 602393, 2012; in the data active = activation above about 40%; inconclusive = no clear call, values can overlap the other calls;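 also: 0% = median of the plate's neutral control wells and 100% = double that signal; a rise in the Bmi1 reporter signal indicates esBAF inhibition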
S100A4 inh HTS: inhibitors of S100A4-myosin IIA peptide binding, primary screen, biochemical, fluorescence polarization, TAMRA-MyoIIA peptide. inhibition, % at 10.7 µM. 360,000 compounds, 0.14% hits. AID 652163, 2013. Protein S100-A4 (Homo sapiens), P26447;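 active = mean inhibition of at least 70% across replicates, with every replicate also reaching that level; inconclusive = mean inhibition reaches 70% but some replicates fall short; inactive = mean inhibition below 70%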
Target sequence (P26447 whole entry, looked up): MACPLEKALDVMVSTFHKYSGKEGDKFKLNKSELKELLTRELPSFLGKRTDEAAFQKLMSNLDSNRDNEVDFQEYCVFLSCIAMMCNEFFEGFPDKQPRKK
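Assay system: human S100A4 monomer with TAMRA-labelled myosin IIA peptide / Buffer or medium: Calcium-containing HEPES buffer, pH 7.2 / Reagent: TAMRA-labelled myosin IIA heavy-chain peptide probe, 5 nM / Compound: one dose per compound / Timing: polarization read 5 min after assay mix addition, stable 5–60 min / Benchmarks: neutral control DMSO, positive control TFP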
RAD54 branch: inhibitors of human RAD54 branch migration, primary screen, biochemical, fluorescence, single point. DNA repair and recombination protein RAD54-like (Homo sapiens), Q92698. RAD54 Holliday junction branch migration, FAM/BHQ fluorescence. inhibition, % at 10.4 µM. 360,000 compounds, 0.14% hits. AID 602329, 2012;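 active = mean normalized replicate activity at least 40 and at least half of replicates scoring 40 or more; inconclusive = only one of the two criteria met; inactive = mean below 40 and under half of replicates reaching 40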;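 also: 0% = median of neutral control wells and 100% = median of positive control wells; inhibitors cause a drop in the FAM fluorescence signal; in these data hits start at about 50%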
Target sequence (Q92698 whole entry, looked up): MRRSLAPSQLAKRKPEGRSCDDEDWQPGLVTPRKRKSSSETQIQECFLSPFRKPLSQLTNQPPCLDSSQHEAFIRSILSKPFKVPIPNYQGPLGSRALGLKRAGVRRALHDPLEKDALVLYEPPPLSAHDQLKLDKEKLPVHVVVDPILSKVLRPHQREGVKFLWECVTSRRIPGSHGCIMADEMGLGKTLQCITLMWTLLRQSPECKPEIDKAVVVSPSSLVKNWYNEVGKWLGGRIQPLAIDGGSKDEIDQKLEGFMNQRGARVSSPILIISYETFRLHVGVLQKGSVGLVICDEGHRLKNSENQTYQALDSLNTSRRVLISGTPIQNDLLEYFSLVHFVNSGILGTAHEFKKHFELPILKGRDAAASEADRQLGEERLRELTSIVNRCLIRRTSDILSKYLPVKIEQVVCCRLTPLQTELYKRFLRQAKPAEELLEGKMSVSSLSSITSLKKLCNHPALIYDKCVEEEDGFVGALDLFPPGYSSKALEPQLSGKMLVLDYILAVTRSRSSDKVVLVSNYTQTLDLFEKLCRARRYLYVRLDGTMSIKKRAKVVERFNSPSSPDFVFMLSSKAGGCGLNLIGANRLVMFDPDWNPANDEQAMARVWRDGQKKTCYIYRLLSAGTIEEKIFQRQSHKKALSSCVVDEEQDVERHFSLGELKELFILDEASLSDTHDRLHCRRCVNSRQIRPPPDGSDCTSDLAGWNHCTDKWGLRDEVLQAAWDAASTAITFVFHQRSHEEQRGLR
ERp5 inh: inhibitors of ERp5-driven insulin aggregation, primary screen, biochemical, turbidity, absorbance 650 nm, single point; Protein disulfide-isomerase A6 (Homo sapiens), Q15084; 90 min; inhibition, % at 9.99 µM; 350,000 compounds, 0.05% hits; AID 651711, 2012;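 active = mean replicate inhibition above about 25%, with every replicate also reaching it, limit read from the data, passing the limit was not always enough; inconclusive = only one of those two criteria met; inactive = neither criterion met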
* = called active by the depositor; i = inactive; ? = inconclusive; . = no result given; & = joins results of further samples. Not a hit list; about 2.5% have a hit in one of these screens.

SMILES	E-sel inducer	XiGFP reactiv	ERAP1 inh	RAD52 anneal inh	esBAF inh	S100A4 inh HTS	RAD54 branch	ERp5 inh
O=C(N/N=C/c1ccc(O)c(O)c1)N/N=C/c1ccc(O)c(O)c1	0.0	0.0	9	-1	-7	1	-2	2
Oc1ccc(Cl)c2cccnc12	0.5	-0.1	1	-2	-3	0	-3	5
C[C@@H]1CN([C@@H](C)CO)C(=O)CCCn2cc(nn2)CO[C@@H]1CN(C)S(=O)(=O)c1ccc(F)cc1	0.0	-0.3	0	5	1	7	9	-3
CCN(CC)C(=O)Oc1ccc(Br)cc1C(=O)Nc1ccc(F)c(Cl)c1	1.1	0.1	1	-14	-1	0	12	3
COc1ccc(C)cc1N(CC(=O)NC(C)c1ccccc1)S(C)(=O)=O (stereo unspecified)	.	0.0	-3	-2	4	-8	-3	3
COC(=O)C[C@H]1CC[C@@H]2[C@H](COC[C@H](O)CN2CCC(F)(F)F)O1	0.0	0.2	.	.	2	.	15	.
O=C(NCCc1ccc(Cl)cc1)c1ccc2nc(N3CCOCC3)sc2c1	-0.3	0.3	0	-5	2	2	1	0
COc1ccccc1OCCOCCN1CCCC1	.	0.0	-2	2	-4	-2	-1	2
Cc1ccc(S(=O)(=O)Nc2ccc(Nc3nccn4c(-c5cccc(OC(F)(F)F)c5)cnc34)cc2)cc1	0.0	0.0	-4	-37	3	-6	-9	2
COc1ccc(S(=O)(=O)Nc2ccc3c(c2)C(=O)N([C@@H](C)CO)C[C@@H](C)[C@H](CN(C)C(=O)CCC(F)(F)F)OCCCC[C@@H](C)O3)cc1	0.1	0.1	2	6	6	-4	-6	-1
Cc1c(N2CCCCC2)[nH]c2ccccc12	0.1	0.1	1	-14	4	-4	0	-4
CC(C)(C)NC(=O)N1CCN(c2nc3ccc(Cl)cc3s2)CC1	-0.2	0.4	-1	-12	?	-3	-2	1

Reprinted at random: two records from the list
SMILES	E-sel inducer	XiGFP reactiv	ERAP1 inh	RAD52 anneal inh	esBAF inh	S100A4 inh HTS	RAD54 branch	ERp5 inh
COc1ccccc1OCCOCCN1CCCC1	.	0.0	-2	2	-4	-2	-1	2
C[C@@H]1CN([C@@H](C)CO)C(=O)CCCn2cc(nn2)CO[C@@H]1CN(C)S(=O)(=O)c1ccc(F)cc1	0.0	-0.3	0	5	1	7	9	-3

(list continues)
SMILES	E-sel inducer	XiGFP reactiv	ERAP1 inh	RAD52 anneal inh	esBAF inh	S100A4 inh HTS	RAD54 branch	ERp5 inh
N#C[C@@H]1[C@@H](c2ccccc2C2=CCCCC2)[C@@H](CO)N1C(=O)Cc1ccncc1	-0.1	0.0	4	-7	.	-1	.	-1
O=C(O)CCc1nn2c3ccccc3nc2n(Cc2ccccc2)c1=O	.	0.1	11	-10	-5	5	.	-4
COCCCNc1c2c3c(cccc3[nH]c1=O)C(=O)c1ccccc1-2	?	7.2	2	i	-5	127*	i	-1
C[C@@H]1CCCCO[C@@H](CN(C)Cc2ccc(C(=O)O)cc2)[C@@H](C)CN([C@@H](C)CO)C(=O)c2cc(NS(=O)(=O)c3cccs3)ccc2O1	-0.2	-0.1	-2	11	-4	55	-5	-1
C[C@H](CO)N1C[C@H](C)[C@@H](CN(C)C(=O)CC2CC2)Oc2cc(Br)ccc2S1(=O)=O	-0.4	-0.1&-0.6	0&2&0	-4&5&1	6&6&-2	-3&-8&0	-2&0&-8	2&-4&0
Cc1onc(-c2ccccc2)c1C(=O)OCC(=O)c1ccc(F)cc1	-0.1	0.0	2	-27	1	-2	-6	3
C[C@@H]1CCCCO[C@H](CN(C)S(=O)(=O)c2cn(C)cn2)[C@H](C)CN([C@@H](C)CO)C(=O)c2cc(NC(=O)CCC(F)(F)F)ccc2O1	-0.2	0.0	0	0	-1	-8	-4	2
COC(=O)[C@@]12C[C@@H](CC(=O)NCc3ccc(OC)c(OC)c3)C(=O)N(Cc3ccc4c(c3)OCO4)C1=CCC(C)(C)C2	-0.1	0.3	5	-11	.	1	.	3
COc1ccc(NC(=O)N(C)C[C@@H]2OCCCC[C@@H](C)Oc3ccc(NS(=O)(=O)c4cn(C)cn4)cc3C(=O)N([C@H](C)CO)C[C@H]2C)cc1	-0.2	0.1	-2	0	-2	2	6	20
Fc1ccc(NC(=S)Nc2cccnc2)c(F)c1F	-3.4	0.0	-1	-9	.	7	.	-2
O=C(NCc1cccc(Cl)c1)NC(=O)c1csc([N+](=O)[O-])c1	-0.2	-0.1	5	-14	.	1	.	-1
Cn1c(CN2CCN(S(C)(=O)=O)CC2)nc2cc([N+](=O)[O-])ccc21	-0.1	0.0	2	-10	-3	-7	-7	1
C[C@@H]1CN([C@H](C)CO)C(=O)Cc2cc(NC(=O)CCCN(C)C)ccc2O[C@H]1CN(C)S(=O)(=O)c1ccccc1	?	-1.2	-2	-14	-3	3	-5	6
O=C(O)C[C@@H]1C[C@@H]2c3cc(NC(=O)Nc4ccccc4F)ccc3O[C@@H]2[C@H](CO)O1	-0.5	-0.1	-1	-1	1	-7	5	3
COc1ccc(NC(=O)c2ccc(NC(=O)CSc3nccc(=O)[nH]3)cc2)cc1	0.2	-0.2	3	-56	.	6	3	6
COc1cccc(CN2CCCC(CNC(=O)c3ccc(F)cc3)C2)c1OC (stereo unspecified)	0.1	0.2	-3	-3	.	5	.	4
CC(C)=CCC/C(C)=C/CC/C(C)=C/CC/C(C)=C/CC1=C(C)C(=O)c2ccccc2C1=O	0.1	0.0	0	-32	3	-7	1	-1
CC(C)(C)C(=O)Nc1ccc(-c2cc3cc(Cl)ccc3o2)cc1	1.1	0.1	1	-17	.	-3	.	-1
CC(C)NC(=O)Nc1ccc2c(c1)C(=O)N([C@H](C)CO)C[C@H](C)[C@@H](CN(C)C(=O)NC1CCCCC1)OCCCC[C@H](C)O2	-0.2	-0.1	0	10	.	11	8	-1
CCOc1ccc(CNC(=O)CCc2cn(C)c3ccccc23)cc1OC	-1.0	0.2	4	-7	-7	-8	8	-5
COC(=O)c1[nH]c(C)c(/C(O)=C2\C(=O)C(=O)N(CCN3CCOCC3)C2c2ccco2)c1C (stereo unspecified)	2.1	1.4	2	-4	2	0	-9	0
COc1ccc(S(=O)(=O)Nc2ccc3c(c2)CC(=O)N([C@@H](C)CO)C[C@@H](C)[C@H](CN(C)C(=O)Nc2ccc(F)cc2)O3)cc1	-9.6	0.2	.	.	0	.	18	.
COc1ccc(C(=O)N2CCN(S(=O)(=O)c3ccc(C)cc3C)CC2)cc1OC	0.1	0.1	4	-24	2	2	1	-7
C[C@@H]1CN([C@@H](C)CO)C(=O)c2cccc(NC(=O)C3CC3)c2O[C@H]1CN(C)Cc1ccc(-c2ccccc2)cc1	-0.3	0.2	1	13	2	-4	-1	-1
C[C@@H]1CN([C@@H](C)CO)C(=O)c2cccc(NS(=O)(=O)c3cn(C)cn3)c2O[C@@H]1CN(C)C(=O)NC1CCCCC1	.	-1.0	5	-9	-1	8	10	-3
O=C1OC(N2C(=O)CC[C@H]2C(=O)Nc2cccc(F)c2)c2ccccc21 (stereo partly specified)	.	.	.	-22	-6	-11	10	-1
C[C@H](CO)N1C[C@H](C)[C@@H](CN(C)C(=O)Nc2ccc(C(F)(F)F)cc2)Oc2cc(-c3ccncc3)ccc2S1(=O)=O	?	-1.3	0	-18	-1	-11	0	-3
C[C@@H]1CN([C@@H](C)CO)C(=O)Cc2cc(NC(=O)C3CC3)ccc2O[C@@H]1CN(C)C	0.1	0.2	-1	8	4	-16	6	-3
COc1ccc(-n2ccnc2SCC(=O)NCc2ccccc2)c(OC)c1	-0.1	-0.1	3	4	-6	-15	-7	6
CO[C@@H]1CN(C)C(=O)c2cc(NC(=O)NC3CCCCC3)ccc2OC[C@H](C)N(CCc2ccccc2)C[C@@H]1C	-0.1	0.0	0	-4	1	5	4	2
COc1ccc(CCNC(=O)C2CCN(C(=O)c3ccc(Br)cc3)CC2)cc1	.	0.0	-1	-10	-10	-4	-14	5
COC1=CC(=O)C(OC)=C(OC)C1=O	0.0	0.1	2	-1	0	-3	-3	-4
CN(C)CC(=O)N1CC2(C1)[C@H](c1ccccc1)[C@H](CO)N2Cc1ccccc1F	-0.3	0.2	-6	-7	.	4	.	0
O=C(NCc1cccnc1)c1cc(Sc2cccc(Cl)c2)nc2ccccc12	.	0.0	0	-5	.	0	.	6
O=C(OCc1cccc([N+](=O)[O-])c1)c1ccc2ccccc2n1	0.3	-0.2	4	1	-8	-1	6	1
CCc1cc(=O)oc2cc(C)cc(OCC(=O)NCCN3CCOCC3)c12	-0.6	0.1	1	-18	-2	-2	9	-5
COc1ccc(S(=O)(=O)NCc2cccnc2)c(Cl)c1Cl	0.1	0.6	2	-1	-5	1	-4	3
COc1ccc(/C=C/C(=O)N2CCN(S(=O)(=O)c3ccccc3)CC2)cc1OC	0.0	0.1	-5	-1	.	-2	.	-5
CN(Cc1ccc(Cl)c(Cl)c1)C(=O)c1[nH]c(C(F)(F)F)nc1-c1ccccc1	-1.7	0.2	-3	0	0	-2	-1	5
Cn1c(C(=O)N[C@@H](Cc2ccccc2)C(=O)O)cc2cc(F)ccc21	0.6	0.1	-1	11	-4	-2	4	-3
c1ccc(Cn2ncc3c(Nc4ccccc4)ncnc32)cc1	0.2	0.0	4	0	-4	-31	-1	-1
CCCNC(=O)N(C)C[C@@H]1Oc2cc(C3=CCCCC3)ccc2S(=O)(=O)N([C@H](C)CO)C[C@H]1C	0.4	-0.1	4	-6	-3	-2	2	1
COc1cc(C(N)=O)cc(Br)c1OCc1ccccc1	6.1	0.1	-2	-9	.	1	.	-4
O=C1CN(C(=O)c2ccc(F)c(S(=O)(=O)N3CCOCC3)c2)c2ccccc2N1	3.6	0.1	-2	-2	.	-3	.	0
CC(C)C(=O)Nc1ccc2c(c1)C(=O)N(C)[C@H]1CC[C@H](CC(=O)NCc3ccccc3)O[C@H]1CO2	0.2	0.4	0	12	-2	-14	-16	-1
C=COCCNC(=S)N1CCOCCOCCN(C(=S)NCCOC=C)CCOCC1	2.3	0.1	-1	1	.	1	.	-2
CC(O)CNc1ncnc2cc(-c3ccc(F)cc3)sc12 (stereo unspecified)	1.1	0.0	2	-8	54*	1	-7	-3
CCOC(=O)CNC(=O)N1CCCC(C(=O)c2ccc3c(c2)OCO3)C1 (stereo unspecified)	0.2	0.6	0	-5	.	2	.	-2
O=C1CN(S(=O)(=O)c2ccc(Cl)cc2)c2ccccc2N1	.	0.0	1	-1	3	-7	3	-1
CCNc1ccc(S(=O)(=O)N(C)C)cc1NCC(=O)Nc1ccc(Br)cc1F	-1.8	0.0	1	-27	.	0	-17	2
CCNc1nc(NCC)n2c(SCC(=O)Nc3ccc(C)cc3Br)nnc2n1	-0.1	0.0	1	-10	1	-22	-7	-3
